# Compound activity as filed in PubChem.
# SKN-1 inh: suppressors of acrylamide-induced Pgst-4::GFP reporter in worms, primary screen, SKN-1 inhibitor project, whole organism, uHTS, GFP/RFP fluorescence ratio, strain VP596; C. elegans VP596 Pgst-4::GFP/RFP ratio, 24 h; inhibition, % at 21.8 µM; 0.49% of 360,000 active; AID 624304, 2012;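 active means interference check ratio from 0.5 to 1.5 plus GFP to RFP signal ratio inhibition reaching or exceeding a fixed threshold, cut at about 30% in these data, passing the limit was not always enough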; further: some compounds called inactive have numbers as strong as hits
# NRP1-CendR mod: modulators of CendR peptide binding to NRP-1, primary screen, biochemical, fluorescence polarization, uHTS; Neuropilin-1 (Homo sapiens), O14786; FAM-RPARPAR peptide binding to NRP-1; inhibition, % at 25 µM; 0.85% of 360,000 active; AID 602438, 2012;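 active means inhibition or corrected inhibition above about 18%, plus a signal ratio from 0.5 to 1.5, limit read from the data, passing the limit was not always enough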; further: strong numbers were not always called active
# Target sequence (O14786 whole entry, looked up): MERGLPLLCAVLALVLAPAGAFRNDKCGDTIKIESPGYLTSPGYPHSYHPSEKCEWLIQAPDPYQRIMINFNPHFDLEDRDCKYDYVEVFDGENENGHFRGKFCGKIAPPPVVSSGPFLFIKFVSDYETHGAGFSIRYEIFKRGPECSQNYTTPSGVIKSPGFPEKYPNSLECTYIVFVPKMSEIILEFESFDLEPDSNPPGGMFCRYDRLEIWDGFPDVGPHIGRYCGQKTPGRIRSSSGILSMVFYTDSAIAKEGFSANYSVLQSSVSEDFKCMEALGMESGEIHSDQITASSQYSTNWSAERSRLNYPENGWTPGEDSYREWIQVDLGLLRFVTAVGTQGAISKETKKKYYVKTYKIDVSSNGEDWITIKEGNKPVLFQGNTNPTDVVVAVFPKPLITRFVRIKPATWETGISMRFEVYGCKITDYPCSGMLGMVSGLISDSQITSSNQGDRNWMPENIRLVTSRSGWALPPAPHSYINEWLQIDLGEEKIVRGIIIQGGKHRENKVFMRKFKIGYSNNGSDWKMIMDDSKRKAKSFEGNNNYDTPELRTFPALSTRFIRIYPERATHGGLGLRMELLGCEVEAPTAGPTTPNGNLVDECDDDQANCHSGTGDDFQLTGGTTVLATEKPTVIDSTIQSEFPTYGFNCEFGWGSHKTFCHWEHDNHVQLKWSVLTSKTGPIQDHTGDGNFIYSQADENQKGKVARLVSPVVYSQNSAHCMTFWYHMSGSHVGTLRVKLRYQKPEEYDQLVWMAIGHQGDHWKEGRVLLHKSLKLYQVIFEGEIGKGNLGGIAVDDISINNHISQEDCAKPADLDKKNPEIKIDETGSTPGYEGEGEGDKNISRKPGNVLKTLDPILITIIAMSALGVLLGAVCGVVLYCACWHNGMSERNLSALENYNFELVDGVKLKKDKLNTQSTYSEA
# FAS-TE inh: FAS thioesterase domain inhibitors, primary screen, biochemical, fluorescence intensity, uHTS; 0.67% of 360,000 active; recombinant FAS-TE, OMFH fluorogenic substrate, fluorescence endpoint; inhibition, % at 15 µM; Fatty acid synthase (Homo sapiens), P49327;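 active means compounds whose normalised, plate-corrected inhibition of enzyme fluorescence in the single-dose primary screen is 50% or more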;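 further: 0% = DMSO with enzyme and 100% = substrate without enzyme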
# bovine MsrA act: bovine MsrA enzyme activators, primary screen, biochemical, absorbance, HTS. 0.3% of 360,000 active. activation, % at 10.6 µM. AID 602163, 2012. purified bovine MsrA, absorbance read-out. Methionine sulfoxide reductase A (Bos taurus); in the data active means activation above about 7.5%;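 further: 0% = vehicle and 100% = reference activator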
# Tb MetRS inh: T. brucei MetRS inhibitors, primary screen, biochemical, luminescence | methionyl-tRNA synthetase (Trypanosoma brucei brucei) | purified T. brucei MetRS, ATP depletion, Kinase-Glo luminescence | inhibition, % at 11.9 µM | 0.4% of 360,000 active | AID 624268, 2012;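 active means inhibition above a per-plate cutoff of the control wells' mean inhibition plus 3 SD, cut at about 5.5% in these data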;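 further: 0% = DMSO wells median and 100% = median of wells with control inhibitor compound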
#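 Test system – parasite MetRS enzyme · Reagent – substrates ATP, L-methionine and bulk Escherichia coli tRNA · Doses – 11.9 µM compound single dose, 0.9% DMSO · Times – 15 min enzyme-compound preincubation, 2 h reaction, 10 min detection, 25 °C · Signal – Kinase-Glo luminescence, ATP depletion format · Controls – DMSO-only wells as low control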
# MT1-MMP act inh: blockers of MT1-MMP proenzyme processing, primary screen, HT1080 RFP-PRO-GFP cells, GFP/RFP fluorescence; Matrix metalloproteinase-14 (Homo sapiens), P50281; GFP/RFP ratio fluorescence, overnight; percent of plate control window, DMSO zero; 0.061% of 360,000 active; GFP/RFP ratio change, % at 20 µM; AID 651647, 2012;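 active means GFP/RFP ratio change of at least 30% with cell ATP level not reduced by more than half and red fluorescence within 50% of control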; further: strong numbers were not always called active
#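 system = RFP-PRO-GFP reporter HT1080 cells | dosing = 20 µM single dose, 1% DMSO | timing = overnight cell settling, then overnight compound exposure, 37 °C, 5% CO2 | read-out basis = GFP/RFP fluorescence ratio | controls = DMSO and RFP-L50D-GFP cell wells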
# E coli Lon inh: inhibitors of E. coli Lon protease, primary screen, biochemical, fluorescence polarization. P0A9M0. purified E. coli Lon protease. inhibition, % at 7.94 µM. 0.42% of 360,000 active. AID 602123, 2011; in the data active means inhibition above about 13%, passing the limit was not always enough;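 further: 0% = enzyme with probe and DMSO and 100% = no enzyme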
# PABP1 MLLE inh: inhibitors of PABP1 MLLE–PAM2 peptide binding, primary screen, biochemical, fluorescence polarization, FITC-PAM2, GST-MLLE; inhibition, % at 20 µM; Polyadenylate-binding protein 1 (Homo sapiens), P11940; 0.36% of 360,000 active; in the data active means inhibition above about 35%, passing the limit was not always enough;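 further: plate controls were DMSO wells with GST-MLLE for no effect and wells lacking GST-MLLE protein for full effect; some results filed as inactive read as strong as hits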
# MsrA inhibitor: bovine MsrA enzyme inhibitors, primary screen, biochemical, absorbance, HTS; Methionine sulfoxide reductase A (Bos taurus); purified bovine MsrA, absorbance read-out; inhibition, % at 15.5 µM; 0.75% of 360,000 active; AID 651718, 2012; in the data active means inhibition above about 4.5%;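 further: 0% = vehicle wells with enzyme and 100% = reference inhibitor wells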
# * marks the source's active call; other numbers are inactive results; nt = not tested or not shown; & = joins results of further samples. The order is random; 4% or so of the library scored in one or more.
# The opening two entries (preview)
entry	Compound	SKN-1 inh	NRP1-CendR mod	FAS-TE inh	bovine MsrA act	Tb MetRS inh	MT1-MMP act inh	E coli Lon inh	PABP1 MLLE inh	MsrA inhibitor
1	Cc1c(N2C(=O)CSC2c2ccc([N+](=O)[O-])cc2)c(=O)n(-c2ccccc2)n1C (stereo not given)	16	-14	-4	-3	-0.3	3	-6	5	1.6
2	CCCOP(=O)(OCCC)C(Nc1cccc(C(F)(F)F)c1)c1ccc(C)cc1 (stereo not given)	19	-22	9	-2	0.2	-31	6	-5	0.0

# Results, from the first entry:
entry	Compound	SKN-1 inh	NRP1-CendR mod	FAS-TE inh	bovine MsrA act	Tb MetRS inh	MT1-MMP act inh	E coli Lon inh	PABP1 MLLE inh	MsrA inhibitor
1	Cc1c(N2C(=O)CSC2c2ccc([N+](=O)[O-])cc2)c(=O)n(-c2ccccc2)n1C (stereo not given)	16	-14	-4	-3	-0.3	3	-6	5	1.6
2	CCCOP(=O)(OCCC)C(Nc1cccc(C(F)(F)F)c1)c1ccc(C)cc1 (stereo not given)	19	-22	9	-2	0.2	-31	6	-5	0.0
3	COCCCNC(=O)/C=C/c1cccc(Cl)c1	14	-5	-5	-2	-0.2	2	1	-6	1.2
4	CCCCN(CC)C(=O)Cn1ncc2c1-c1cc(C)ccc1OC2	3	1	-1	0	2.1	-2	-3	3	-1.5
5	Cc1ccc(CNc2nc(NC(C)C)nc3ccsc23)c(C)c1	-2	1	-3	-1	0.3	3	-9	5	0.3
6	CC(=O)c1ccc2c(c1)N(CCCN1CCC(CCO)CC1)c1ccccc1S2	-7	8	-3	-2	-1.0	-8	-4	-12	-0.3
7	O=c1oc(C2(O)CCCCC2)cc2ccccc12	2	20	-5	-7	-1.8	2	-10	-7	0.9
8	Cn1c(SCc2cc(=O)[nH]c3ccccc23)nnc1-c1ccco1	0	10	-7	-6	-0.4	4	-6	3	1.5
9	C[C@@H]1CN([C@H](C)CO)C(=O)c2cccc(NC(=O)Nc3ccc(C(F)(F)F)cc3)c2O[C@H]1CN(C)S(=O)(=O)c1cccs1	14	0	32	2	0.0	6	10	-10	0.3
10	CC1CCCCC1NC(=O)COC(=O)Cc1ccc(Br)cc1 (stereo not given)	-3	-1	3	-4	-0.4	-1	-7	-3	0.2
11	Cc1onc(-c2c(Cl)cccc2Cl)c1NC(=O)N(C)N	1	5	-6	-4	-0.8	-2	-3	-9	-0.1
12	CN(Cc1cn(C)nc1-c1ccccc1F)CC1CCCCO1 (stereo not given)	4	-4	-5	-3	-0.7	3	5	-11	0.5
13	COc1ccc(CN2CCC[C@]3(N[C@H](c4ccc(C)cc4)[C@@H]4C(=O)N(C)C(=O)[C@@H]43)C2=O)cc1	-1	-21	-5	-2	-0.2	-1	-3	-1	-0.9
14	COc1ccc(N=Cc2c(C)[nH][nH]c2=O)cc1	4	3	-4	-5	-0.7	4	1	-5	5.4*
15	C[C@@H]1COC(=O)[C@H](Cc2ccc(F)cc2)C/C=C\C[C@@H](CC(=O)N[C@H](CO)Cc2ccccc2)C(=O)N1	-3	13	-8	-2	-0.5	6	-2	1	-1.3
16	C/C(=N/NS(=O)(=O)c1ccc(C)cc1C)c1ccc2c(c1)OCO2	11	3	6	-9	-0.6	1	-7	-14	1.3
17	Cc1[nH]nc2c1C(c1ccc(F)cc1)C1=C(CC(C)(C)CC1=O)N2 (stereo not given)	-7	9	-3	0	-0.4	-1	-7	-1	2.2
18	COc1ccccc1-n1cnc2cc(C(=O)NCc3ccco3)ccc21	18	-5	0	-3	-0.6	-5	4	11	1.5
19	COc1ccccc1CCC(=O)OCC(=O)c1c(N)n(CC(C)C)c(=O)n(C)c1=O	1	23	12	-2	-0.3	-7	-4	-4	-0.1
20	COc1ccccc1NC(=O)/C(=C\c1cccs1)NC(=O)c1ccco1	-7	-9	-4	-6	-0.4	0	-2	7	2.1
21	CCOc1cccc(C2C(C(=O)c3ccco3)=C(O)C(=O)N2Cc2ccncc2)c1 (stereo not given)	-6	-13	-2	-2	-0.3	2	-1	11	0.9
22	Cc1cc(C)c(C)c(S(=O)(=O)N2CCC(C(=O)NNC(=O)c3ccccc3O)CC2)c1C	-5	6	15	-7	-0.3	2	4	8	-0.6
23	COc1ccc(F)cc1-c1cc(NC(C)=O)c2ncc(-c3cccc(C(F)(F)F)c3)n2c1	5	-6	19	-4	0.2	-8	-1	-3	-0.7
24	C/C(N)=C(/C#N)C(=O)COC(=O)c1cc(-c2ccc(Br)cc2)nc2ccccc12	-15&1	-2&-2	28&28	-1&-3	0.4&-0.1	1&-1	-3&-11	-7&5	-0.5&-1.0
25	Cc1cccc(NC(=O)CSc2nnc(CNC(=O)c3ccc(S(=O)(=O)N(C)C)cc3)n2-c2ccccc2)c1	5	-1	0	7	-0.5	1	0	-7	0.8

# Continuation:
entry	Compound	SKN-1 inh	NRP1-CendR mod	FAS-TE inh	bovine MsrA act	Tb MetRS inh	MT1-MMP act inh	E coli Lon inh	PABP1 MLLE inh	MsrA inhibitor
26	O=C(Nn1cnc2ccccc2c1=O)c1ccc(Br)cc1	-17	2	-2	-6	1.1	-2	-1	-7	-0.5
27	COc1cc(OC)cc(C(=O)Nc2ccc(CN3CCCCC3)cc2)c1	-2	-5	-3	0	-0.4	-1	4	12	-0.2
28	CC(=O)C(Cc1ccccc1)NC(=O)COc1ccc2c(c1)OCO2 (stereo not given)	1	-7	-5	0	-0.3	-4	-10	-5	-0.3
29	Cc1cccc(OCC(=O)NCc2nc(-c3ccccc3)no2)c1	-8	-2	7	-1	-0.3	0	-11	-7	1.0
30	C=CCSc1nc2ccccc2c(=O)[nH]1	3	-1	-3	-4	-0.5	2	-7	12	0.2
31	Cc1c(C(=O)Nc2ccc(F)cc2)sc2ncn(CC(=O)N3CCCCC3)c(=O)c12	2	1	1	-4	-0.6	2	-1	-10	0.0
32	Cc1cc(/C(N)=N/OC(=O)c2ccc(Cl)cc2)no1	25	4	-3	-2	0.0	-3	-3	6	-0.6
33	O=C(c1ccccc1-n1cccc1)N1N=C(C(F)F)CC1(O)C(F)F (stereo not given)	-3	2	-6	-5	-0.5	-5	10	6	1.1
34	O=[N+]([O-])c1ccc(CS(=O)Cc2ccccc2)cc1 (stereo not given)	19	22	-3	-2	0.1	8	2	-5	-0.3
35	Cc1ccc(NC(=O)CC[C@H]2O[C@@H](n3cnc4c(NC(=O)c5ccccc5)ncnc43)[C@H](O)[C@@H]2O)cc1C	6	8	-10	4	-0.5	2	-6	0	3.0
36	CCOC(=O)C1(C)CCN1C(=O)c1cccs1 (stereo not given)	8	6	-9	-4	-0.1	2	7	13	0.0
37	C/C(=N\Nc1cccc(C(=O)O)c1)c1ccc2c(c1)Nc1ccccc1S2	10	-47	48	-3	-0.5	0	2	22	nt
38	COc1ccc(/C=N/NC(=O)Cn2cc(C(F)(F)F)ccc2=O)cc1	-5	-2	0	0	-0.6	-1	-1	5	-0.4
39	O=[N+]([O-])c1cccc(-c2nc(-c3ccccc3)c(-c3cccs3)[nH]2)c1	5	-6	9	-4	-1.3	1	-8	-13	0.9
40	CC(=O)Nc1ccc(S(=O)(=O)Nc2ccc(=O)n(Cc3ccc(Cl)c(Cl)c3)c2)cc1	0	6	-2	-2	-0.4	1	3	2	-1.9
41	O=C(Cn1c(=S)[nH]c2ccccc2c1=O)NCCc1ccccc1	-8	-4	-4	7	-0.8	4	2	-107	0.1
42	COC(=O)c1ccccc1NC(=O)CSc1n[nH]c(C)n1	-4	4	-3	1	-0.4	2	-1	-14	0.0
43	CCCc1nc(NCCCOCC)c2nnn(Cc3ccccc3)c2n1	-5	-6	0	nt	nt	3	nt	4	-0.4
44	Cc1c(NC(=O)COC(=O)c2ccc(O)cc2)c(=O)n(-c2ccccc2)n1C	-4	-4	-6	-3	-0.2	1	3	-11	-0.5
45	Cc1cc2cccc(C)c2nc1SCC(=O)NCC1CCCO1 (stereo not given)	-3	6	-4	-1	-0.3	-5	-1	4	0.8
46	CCCCc1ccc(S(=O)(=O)Nc2nnc(C)s2)cc1	23	6	5	-4	-0.5	0	-8	9	0.5
47	O=c1c(Cc2ccc(F)cc2)c(O)ccn1CCc1ccccn1	4	0	-7	-2	-0.5	-5	-2	6	-1.0
48	COc1cccc(CNC(=O)C2CCN(C(=O)N3CC(C)Oc4ccccc43)CC2)c1 (stereo not given)	-5	2	-6	-3	-0.5	2	-24	15	-0.4
49	CCCCN1C(=O)C(CC(=O)NC2CCCCC2)CC(C(=O)N2CCOCC2)=C1C (stereo not given)	5	0	-9	1	0.0	-1	-4	-1	-0.5
50	O=[N+]([O-])c1ccc(O)c(/C=N/NC2=NS(=O)(=O)c3ccccc32)c1	5	-176	40	0	-0.7	3	3	-100	1.6

# Remaining list, next part
# The line under a structure holds: SKN-1 inh, NRP1-CendR mod, FAS-TE inh, bovine MsrA act, Tb MetRS inh, MT1-MMP act inh, E coli Lon inh, PABP1 MLLE inh, MsrA inhibitor
51) Cc1ccccc1NC(=S)NC1CCN(Cc2ccccc2)CC1
  -8, 3, -15, 1, 0.4, 3, -2, 19, -0.8
52) CCOC(=O)CSc1nc(C)c(Oc2ccc(Cl)cc2Cl)c(=O)[nH]1
  2, -8, -5, -2, 0.3, 2, -1, -9, 2.0
53) CCc1c(C)sc(NC(=O)OC)c1C(=O)N1CCOCC1
  6, 5, -8, -4, -0.7, 1, -2, 18, 1.8
54) O=C(Nc1cc(Cl)ccc1Oc1ccccc1)c1ccc(F)cc1
  11, 5, 18, -3, 0.3, 2, -5, -9, -1.2
55) CCN1C(=NCCN2CCOCC2)N[C@@H](c2ccccc2)C(C(=O)OC)=C1C
  6, -6, 0, -8, -0.7, 1, 12, -84, 0.5

# Record cards (already shown).
# CCN1C(=NCCN2CCOCC2)N[C@@H](c2ccccc2)C(C(=O)OC)=C1C reads SKN-1 inh: 6; NRP1-CendR mod: -6; FAS-TE inh: 0; bovine MsrA act: -8; Tb MetRS inh: -0.7; MT1-MMP act inh: 1; E coli Lon inh: 12; PABP1 MLLE inh: -84; MsrA inhibitor: 0.5
# Cc1ccccc1NC(=S)NC1CCN(Cc2ccccc2)CC1 reads SKN-1 inh: -8; NRP1-CendR mod: 3; FAS-TE inh: -15; bovine MsrA act: 1; Tb MetRS inh: 0.4; MT1-MMP act inh: 3; E coli Lon inh: -2; PABP1 MLLE inh: 19; MsrA inhibitor: -0.8
